CHRM1 PAM – human CHRM1 positive allosteric modulation; activation, % at 3 µM; 0.088% of 360,000 active; P11229; CHO-K1 hM1, Fluo-8 calcium fluorescence, ACh EC20; 0% = ACh EC20, 100% = maximal ACh; in the data active = activation above about 19%, passing the limit was not always enough
Target sequence (P11229 whole entry, looked up): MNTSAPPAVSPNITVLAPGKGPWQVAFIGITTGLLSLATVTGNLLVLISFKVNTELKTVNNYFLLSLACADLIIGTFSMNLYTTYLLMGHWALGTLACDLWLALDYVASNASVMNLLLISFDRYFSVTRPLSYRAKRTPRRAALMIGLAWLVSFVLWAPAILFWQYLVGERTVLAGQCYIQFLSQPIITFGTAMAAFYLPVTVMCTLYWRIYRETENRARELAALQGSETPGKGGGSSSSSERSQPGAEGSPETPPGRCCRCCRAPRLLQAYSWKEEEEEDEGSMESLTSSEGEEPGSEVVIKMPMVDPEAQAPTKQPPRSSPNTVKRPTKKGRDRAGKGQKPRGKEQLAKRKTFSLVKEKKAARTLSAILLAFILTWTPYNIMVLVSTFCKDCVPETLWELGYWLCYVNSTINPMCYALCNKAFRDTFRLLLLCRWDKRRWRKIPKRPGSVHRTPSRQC
CHO parental Ca – counter-screen for OX1R antagonists: effect in parental CHO cells | parental CHO-K1, ATP-induced calcium, Fluo-8 fluorescence | inhibition, % at 5.6 µM | 0.63% of 330,000 active;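 active = inhibition above that plate's mean sample inhibition plus 3 SD, cut at about 26% in these data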;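 note: 0% = ATP-challenged DMSO wells and 100% = DMSO wells without ATP; some compounds past the cut are filed as inactive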
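Material: parental CHO cells / Compound: single nominal dose of 5.6 µM per compound / Signal: Fluo-8 fluorescence / Replicates: singlicate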
TAAR1 ag – human TAAR1 agonism; Q96RJ0; CHO RD-HGA16 TAAR1, Fluo-8 calcium fluorescence; vehicle wells 0%, saturating PEA agonist 100%; activation, % at 3 µM; 0.99% of 360,000 active; AID 624467;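 active = activation above the mean activation of all test compounds in the run plus 3 SD, cut at about 38% in these data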
Target sequence (Q96RJ0 whole entry, looked up): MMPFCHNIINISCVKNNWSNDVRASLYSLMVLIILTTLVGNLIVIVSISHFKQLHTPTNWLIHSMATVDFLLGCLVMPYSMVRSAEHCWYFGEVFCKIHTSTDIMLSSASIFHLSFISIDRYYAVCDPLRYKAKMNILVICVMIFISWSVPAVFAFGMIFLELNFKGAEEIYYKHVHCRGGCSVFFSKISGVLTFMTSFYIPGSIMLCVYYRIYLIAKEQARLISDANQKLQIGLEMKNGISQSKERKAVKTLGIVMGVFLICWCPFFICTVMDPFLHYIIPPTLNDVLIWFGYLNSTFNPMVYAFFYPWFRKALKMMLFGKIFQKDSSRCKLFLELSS
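Benchmarks: low control DMSO, high control PEA (EC100); System: CHO RD-HGA16 cells carrying human TAAR1 plus Gα16; Detection: Fluo-8 fluorescence, 5 s baseline then 140 s kinetic read; Schedule: 17-24 h plating, Fluo-8 75 min 37 °C, 30 min RT; Read-out basis: % activation from peak over basal fluorescence ratio, DMSO-to-PEA scaled.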
M1 PAM parental – counter-screen for M1 PAMs: effect in parental CHO-K1 cells; ATP EC20, Fluo-8 calcium fluorescence; 0% at ATP EC20, 100% at ATP max; AID 602247; activation, % at 3 µM; 0.02% of 360,000 active;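 active = activation above the run cutoff, the mean activation of all test compounds plus 3 SD, cut at about 40% in these data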;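 note: peak over basal fluorescence ratio in a 140 s read after ATP addition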
CHRM1 agonist – agonists of human M1 muscarinic receptor. CHO-K1 hM1, Fluo-8 calcium fluorescence, agonist mode; 0% DMSO, 100% acetylcholine EC100. activation, % at 3 µM. 0.33% of 360,000 active;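 active = activation above the run's mean compound activation plus 3 SD, cut at about 16% in these data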;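 note: peak over basal fluorescence ratio within a 140 s kinetic read after compound addition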
M1 ag parental – nonselective activator or artifact in parental CHO-K1 cells; Fluo-8 calcium fluorescence; scaled to maximal ATP response, vehicle zero; activation, % at 3 µM; 0.48% of 360,000 active; in the data active = activation above about 15%;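 note: untransfected CHO-K1 host cells lacking M1 receptor as counterscreen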
CHO-K1 Ca antag – counter-screen for M1 antagonists: effect in parental CHO-K1 cells. ATP-induced calcium, Fluo-8 fluorescence. inhibition, % at 3 µM. 0.6% of 360,000 active. AID 602250;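 active = inhibition above a per-plate cutoff, the plate's mean sample inhibition plus 3 SD, cut at about 24% in these data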;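 note: 0% = DMSO plus EC80 ATP and 100% = DMSO alone without ATP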
TAAR1 antagonist – human TAAR1 antagonism | 1.5% of 360,000 active | CHO RD-HGA16 TAAR1, Fluo-8 calcium fluorescence, antagonist | inhibition, % at 3 µM;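 active = inhibition above a per-plate cutoff, the mean inhibition of test compounds on that plate plus 3 SD, cut at about 49% in these data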;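 note: 0% = DMSO plus EC80 beta-PEA response and 100% = DMSO alone without agonist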
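Assay system: CHO-derived RD-HGA16 cells stably expressing human TAAR1 plus Gα16. Timing: 140 s kinetic read after compound, 140 s after agonist. Technique: kinetic Fluo-8 calcium fluorescence measurement. Measure: % inhibition of agonist calcium response.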
M1 antag – blocks human M1 muscarinic receptor; CHO-K1 hM1, Fluo-8 calcium fluorescence, ACh EC80 antagonist; 1.3% of 360,000 active; AID 588852; P11229; inhibition, % at 3 µM;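 active = percent inhibition above its own plate's cutoff, namely the mean of that plate's compound wells plus 3 SD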;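 note: peak over basal fluorescence ratio during 140 s after agonist addition; 0% = ACh EC80 plus DMSO and 100% = DMSO alone without agonist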
The depositor's hits bear a star; · = not tested or not shown.

nr	molecule	CHRM1 PAM	CHO parental Ca	TAAR1 ag	M1 PAM parental	CHRM1 agonist	M1 ag parental	CHO-K1 Ca antag	TAAR1 antagonist	M1 antag
1	O=C(O)C(=Cc1ccncc1)c1cccc2ccccc12	-1	·	1	-6	-2	-0.1	10	-5	-2
2	O=C(Nc1cccn(Cc2c(Cl)cccc2Cl)c1=O)c1c(Cl)cccc1Cl	-4	3	4	-9	-5	0.1	22	20	11
3	COc1cc(CC(CC(=O)O)CC(C)OCc2ccccc2)cc(OC)c1 (stereo not given)	1	-6	3	7	-5	0.5	1	6	0
4	Cc1cc(C)cc(N(C(=O)c2ccccn2)C(C(=O)NC2CCCCC2)c2cccs2)c1 (stereo not given)	0	-23	-3	18	-8	-0.1	-10	-21	-3
5	O=C(Nc1ccc(Br)cc1F)c1ccc2c(c1)N(Cc1ccccc1)C(=O)CS2=O (stereo not given)	-6	-13	2	-10	-10	-0.1	1	2	4
6	O=C(CSc1cccc[n+]1[O-])Nc1cc(S(=O)(=O)N2CCOCC2)ccc1Cl	-3	-1	6	7	-4	0.3	0	4	6
7	COc1cccc(C2=NOC(C(=O)NCc3ccc(F)cc3)C2)c1 (stereo not given)	0	-13	6	-8	-1	2.6	-18	14	-5
8	Cc1cc(C(=O)CSc2ncccn2)c(C)n1-c1cccc(F)c1	5	-9	5	21	-7	2.5	-8	7	-1
9	CN(C)C(CNC(=O)c1ccc2ccccc2n1)c1ccccc1 (stereo not given)	8	-7	-1	-23	-5	0.2	1	-12	-6
10	Cc1cccc(NC(=O)CCC(=O)OCc2ccc(Br)cc2)c1	4	-6	1	1	-5	0.3	3	16	-6
11	COCCN1CC(CNC(=O)c2cc(COc3ccccc3SC)on2)CC1=O (stereo not given)	3	-14	0	-8	-4	0.4	-4	-7	-8
12	CC1(C(=O)OCC(=O)Nc2ccc(Cl)cn2)CC1(Cl)Cl (stereo not given)	4	-5	2	-2	-4	0.7	-1	-1	-10
13	Cc1nn(C)cc1CN(C)Cc1ccc(OCC(O)CN2CCCCC2)cc1 (stereo not given)	10	-7	-2	-11	-7	-0.4	6	-5	-9
14	COc1ccc(S(=O)(=O)N2CCC(C(=O)NC3CC3)CC2)cc1C	3	-12	12	8	-6	-0.1	-17	-20	-3
15	Cc1c(NC(=S)NC(=O)c2cccc(Cl)c2)c(=O)n(-c2ccccc2)n1C	4	-4	7	13	-9	0.3	-7	-17	-14
16	COc1cccc(-c2nc(-c3ccc4c(c3)NC(=O)CO4)cs2)c1	-3	15	6	4	-5	11	11	30	3
17	Cc1c[nH]c2ccccc12	7	3	·	2	0	0.4	13	·	-23
18	CCC(C)c1ccc(S(=O)(=O)N2CCN(C(C)CC(=O)O)CC2)cc1 (stereo not given)	11	-5	2	3	-7	0.8	-12	1	-11
19	Cc1cc(C)cc(OCC(=O)Nc2cccc(S(=O)(=O)NC3=NCCC3)c2)c1	6	-13	5	14	-1	1.1	-12	-12	4
20	CSc1cnc2c(N)nc(N(C)C)nc2n1	-1	-1	1	19	-1	0.4	-1	-8	-1
21	CCOC(=O)c1ccc(-c2c(-c3ccc4c(c3)OCO4)noc2C)cc1F	-9	-13	10	14	-10	0.8	-22	-6	2
22	Cc1nn(Cc2cccc(C(N)=O)c2)c(C)c1Br	2	-15	4	7	-2	2.1	-4	-5	1
23	COc1cc(O)oc1C=Nc1ccc(Cl)cc1Cl	10	-3	5	12	-2	0.1	-8	-17	-15
24	CCCCCCn1c(CN2CCN(C(=O)c3ccco3)CC2)nc2c1c(=O)n(C)c(=O)n2C	7	-14	-1	4	-9	1.2	-8	-5	-13
25	Cc1ccnc(SCCn2c(N3CCN(c4ccccc4)CC3)nc3c2c(=O)[nH]c(=O)n3C)n1	-10	-14	12	13	1	6.0	-3	51*	10

(continued)
nr	molecule	CHRM1 PAM	CHO parental Ca	TAAR1 ag	M1 PAM parental	CHRM1 agonist	M1 ag parental	CHO-K1 Ca antag	TAAR1 antagonist	M1 antag
26	C/C(=N\OC(=O)c1ccc(C)cc1)c1c(C)nc2cc(C)ccn12	9	-10	2	5	-3	2.6	-4	-12	-7
27	Cc1cc(NC2CCCCC2)nc2ccccc12	1	-11	11	22	-11	4.4	-7	-19	-3
28	CCc1ccc(CN(C)C(=O)c2ccc3c(c2)OCCO3)cc1	1	-7	-1	11	-5	2.5	-17	0	-1
29	Cc1ccc(CSCCNC(=O)c2ccccc2)cc1	4	-3	4	-1	-4	0.9	13	-13	-3
30	COc1ccccc1CNC(=O)C[n+]1ccccc1	-2	3	0	23	-7	1.0	-13	2	-17
31	c1ccc(C2CSc3ccccc3N2)cc1 (stereo not given)	4	-7	3	-21	-5	-0.1	10	-5	-6
32	Cc1oc2cc3oc(=O)c(CCC(=O)N4C[C@H]5C[C@@H](C4)c4cccc(=O)n4C5)c(C)c3cc2c1C	16	-18	0	-17	-3	-0.7	21	-49	-9
33	COc1ccccc1NC(=O)CCC(=O)OCc1ccc(Cl)cc1	4	-2	0	15	-8	0.2	-3	-6	-2
34	COc1ccc(NC(=O)CN(C)Cc2c(F)cccc2Cl)cc1S(=O)(=O)N1CCCCC1	5	-13	3	-1	-3	1.2	-2	-34	0
35	O=C(COC(=O)/C=C/c1ccc(F)cc1)Nc1ccc(S(=O)(=O)N2CCOCC2)cc1	-7	-1	8	-19	0	2.5	-11	7	7
36	CCOc1ccc(C(=O)Nc2cccc(-c3ccc(N4CCOCC4)nn3)c2)cc1OCC	-10	-18	12	0	-2	5.3	9	41	22
37	CCCCCCCCC(NC(=O)c1ccc(C#N)cc1)C(=O)NCCC (stereo not given)	3	-12	4	6	-4	-0.3	-5	9	-6
38	O=C(NC1(C(F)(F)F)NC(=O)N(Cc2cccnc2)C1=O)c1ccccc1 (stereo not given)	-3	-16	0	8	-3	0.7	-1	2	-6
39	N#Cc1c(-c2ccncc2)cc(-c2ccc(F)cc2)nc1N	16	-7	-1	-8	4	-0.3	-4	12	-12
40	COc1ccc([C@H]2C(C(=O)O)=C[C@@H](CC3CCCC3)N2S(=O)(=O)c2ccc(C)cc2)cc1OC	2	-21	0	13	-1	1.1	-8	1	-1
41	C=CCN1C(=O)C2C(C(=O)NC)C3C=CC2(O3)C1C(=O)NCc1ccc(OC)cc1 (stereo not given)	11	-1	10	25	-3	1.3	-23	4	-22
42	O=C(NNC(=S)Nc1ccccc1Cl)c1ccccc1Br	12	·	2	-9	2	2.7	5	-1	-15
43	Cc1cc(C)cc(C(=O)Nc2ccc(N3CCN(S(C)(=O)=O)CC3)cc2)c1	1	-2	1	14	-5	1.0	-7	-6	-1
44	OC(c1ccc(Cl)c(Cl)c1)c1ncc(-c2ccccc2Cl)[nH]1 (stereo not given)	-7	·	8	-14	-2	0.6	15	28	1
45	Cc1ccc(N2CC(C(=O)OCC(=O)Nc3ccc(F)cc3F)CC2=O)cc1 (stereo not given)	12	-15	-1	14	-3	-0.9	-6	-31	-13
46	COc1ccccc1CNC(=O)CN(C)Cc1ccc(SC)cc1	-10	-19	3	-7	-10	0.5	-7	0	16
47	CCOC(=O)C1CCN(CC(=O)Nc2cc(S(=O)(=O)N3CCOCC3)ccc2C)CC1	17	-10	2	17	-8	1.8	-17	-30	-16
48	O=C(OCc1cn([C@@H]2C[C@H](c3ccc(Cl)cc3)N(CC3CCCCC3)C[C@H]2O)nn1)c1ccccc1	7	·	0	11	-1	0.3	-13	-19	-6
49	CCCN1C(=O)/C(=C/c2c(N3CCNC(=O)C3CC(=O)OCC)nc3c(C)cccn3c2=O)SC1=S (stereo not given)	-17	14	·	-5	13	10	10	·	39*
50	Cc1cc2c(cc1S(=O)(=O)CCC(=O)Nc1cccc(C(F)(F)F)c1)OCC(=O)N2	5	-6	1	4	-3	0.8	-14	-6	-5

10 entries from above in another layout:
Under each structure – CHRM1 PAM	CHO parental Ca	TAAR1 ag	M1 PAM parental	CHRM1 agonist	M1 ag parental	CHO-K1 Ca antag	TAAR1 antagonist	M1 antag
[26] C/C(=N\OC(=O)c1ccc(C)cc1)c1c(C)nc2cc(C)ccn12
  9	-10	2	5	-3	2.6	-4	-12	-7
[27] Cc1cc(NC2CCCCC2)nc2ccccc12
  1	-11	11	22	-11	4.4	-7	-19	-3
[28] CCc1ccc(CN(C)C(=O)c2ccc3c(c2)OCCO3)cc1
  1	-7	-1	11	-5	2.5	-17	0	-1
[29] Cc1ccc(CSCCNC(=O)c2ccccc2)cc1
  4	-3	4	-1	-4	0.9	13	-13	-3
[30] COc1ccccc1CNC(=O)C[n+]1ccccc1
  -2	3	0	23	-7	1.0	-13	2	-17
[31] c1ccc(C2CSc3ccccc3N2)cc1 (stereo not given)
  4	-7	3	-21	-5	-0.1	10	-5	-6
[32] Cc1oc2cc3oc(=O)c(CCC(=O)N4C[C@H]5C[C@@H](C4)c4cccc(=O)n4C5)c(C)c3cc2c1C
  16	-18	0	-17	-3	-0.7	21	-49	-9
[33] COc1ccccc1NC(=O)CCC(=O)OCc1ccc(Cl)cc1
  4	-2	0	15	-8	0.2	-3	-6	-2
[34] COc1ccc(NC(=O)CN(C)Cc2c(F)cccc2Cl)cc1S(=O)(=O)N1CCCCC1
  5	-13	3	-1	-3	1.2	-2	-34	0
[35] O=C(COC(=O)/C=C/c1ccc(F)cc1)Nc1ccc(S(=O)(=O)N2CCOCC2)cc1
  -7	-1	8	-19	0	2.5	-11	7	7

Further results follow.
nr	molecule	CHRM1 PAM	CHO parental Ca	TAAR1 ag	M1 PAM parental	CHRM1 agonist	M1 ag parental	CHO-K1 Ca antag	TAAR1 antagonist	M1 antag
51	CC(C)(C)c1ccc(-c2nc(N)nc(N)n2)cc1	17	1	1	-20	11	0.1	9	-4	8
52	O=C(COc1cccc(C(F)(F)F)c1)Nc1ccc(S(=O)(=O)N2CCCCC2)cc1	2	7	3	-7	-3	0.1	-4	5	-13
53	COc1ccccc1C1CC(c2ccco2)=NN1c1ccccc1 (stereo not given)	7	-29	0	-3	-3	-0.5	7	-6	-12
54	COc1cccc(NC(=O)CCN2CCC(C(N)=O)CC2)c1	0	3	1	-2	-2	0.3	2	8	2
55	CCOC(=O)c1[nH]c2ccc(OC)cc2c1NC(=S)N1CCN(c2cccc(Cl)c2)CC1	-1	-16	-1	18	-9	0.9	-3	6	-3
56	O=C(O)c1ccc(-c2ccc(O)c(F)c2)cc1	16	-5	1	-7	5	0.6	7	-11	-8
57	Cc1cc(C(=O)OCC(=O)N(CC(C)C)c2c(N)n(Cc3ccccc3)c(=O)[nH]c2=O)c(C)o1	8	-20	0	9	0	-0.2	6	-20	-7

Bioassay records from PubChem.
